# Screens deposited in PubChem BioAssay by National Center for Advancing Translational Sciences (NCATS).
# A549 viability – counter-screen for Nrf2 inhibitors: cytotoxicity in A549 cells; A549 ARE-Fluc cells, CellTiter-Fluor viability, 18-24 h; Potency, µM (series often up to 46 µM), for inactives: top-dose activity change, negative = cytotoxicity, hits mostly inhibitors; 0.16% of 390,000 active; AID 504648; further: potency means the concentration at half of the fitted maximal effect; on the % scale 0 is the no-effect control and ±100 the full control effect
#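 A549 ARE_Fluc cells in 5% FBS OPTI-MEM were exposed to compounds in concentration-response for 18-24 h at 37 deg C. Viability was read by CellTiter-Fluor fluorescence (Ex 405/Em 525) after 30 min, before the luciferase read.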
# TGFb inhibitor – inhibitors of TGF-b signaling; 1.2% of 410,000 active; Potency, µM (series often up to 46.1 µM), without a hit: at the top dose activity, negative = inhibition, actives largely listed as inhibitors; HepG2 CAGA-GFP TGF-b/SMAD3 reporter, GFP fluorescence, 18 h; TGF-beta stimulated, 500 pg/mL final; further: potency means the concentration at half of the fitted maximal effect; on the % scale 0 is the no-effect control and ±100 the full control effect; nearly all actives have a fitted effect of over 65% in size
#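 Inhibition was scored as loss of TGF-beta-induced (500 pg/mL final, 18 hours, 37 degrees C) GFP in HEPG2 cells carrying a CAGA-GFP reporter, in DMEM with 1% FBS. Well GFP was summed per cell; Activity was normalised to unstimulated and stimulated DMSO wells, then concentration-response fitting.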
# S2 tox – viability counter-screen for ATXN expression inhibitors | S2 cells (HEK-293 line with an ATXN2-luciferase reporter) viability, CellTiter-Fluor protease fluorescence, 24 h | Potency, µM (doses to about 56.7 µM), most hits filed as cytotoxic | 0.49% of 400,000 active; further: potency means the concentration at half of the fitted maximal effect; nearly all actives have a fitted effect of over 40% in size
# Nrf2 ARE act – Nrf2 pathway activation. AREc32 ARE-luciferase reporter (MCF7-derived line), luminescence, 24 h. Potency, µM (series often up to 46.1 µM), without a hit: top-dose activation, hits mostly activators. 0.31% of 410,000 active. AID 624171; further: potency means the concentration at half of the fitted maximal effect; % of control where 0% means no effect; nearly all actives have a fitted effect of over 65% in size
#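 AREc32 cells carrying an ARE-driven firefly luciferase reporter were seeded at 1000 cells/well in OPTI-MEM with 5% FBS, then exposed to compound for 24 hr at 37 deg C. Luminescence was read with Steady-Glo after 30 min at RT.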
# IL-2 act – IL-2 activation; IL-2 activation reporter assay, cell-based qHTS; stimulated with anti-CD3/CD4/CD28 beads; in transgenic mouse T cells; activation, % (series mostly up to about 46 µM); 0.065% of 360,000 active; in the data active means activation above about 50%; inconclusive means mostly about 30% to 49%; further: 0% is about no effect
#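 EGFP and DsRed fluorescence is measured by plate cytometry in unstimulated transgenic mouse T cells exposed to compound for 60 minutes, then stimulated 18 hours at 37 degrees C with anti-CD3/anti-CD4 beads plus anti-CD28.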
# HepG2 tox – counter-screen for TGF-b inhibitors: cytotoxicity in HepG2 cells; HepG2 CAGA-GFP viability, ATP luminescence, 18 h; Potency, µM (highest dose often 46.1 µM), for inactives: at the highest dose activity change, negative = cytotoxicity, actives largely listed as cytotoxic; 0.76% of 410,000 active; AID 588856; further: potency means the concentration at half of the fitted maximal effect; some results filed as inactive show a strong effect at the top dose
#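 CellTiter-Glo luminescence gave cytotoxicity after 18 hours at 37 degrees C. The cells were HepG2 CAGA-GFP in 1% FBS DMEM, stimulated with 500 pg/mL TGF-beta after compound addition. %Activity was normalised to no-cell wells (complete cell-killing) and DMSO (no toxicity), and curves were fitted and classified.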
# ATXN2 expr inh – inhibitors of ATXN2 expression. 0.72% of 360,000 active. HEK-293 ATXN2-luciferase reporter, luminescence, 24 h. Potency, µM (doses to about 57 µM), without a hit: top-dose activity change, negative = inhibition, hits mostly inhibitors. AID 1745845; further: potency means the concentration at half of the fitted maximal effect; on the % scale 0 is the no-effect control and ±100 the full control effect; nearly all actives have a fitted effect of over 55% in size
#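 qHTS (up to 57 uM final) was run with 24 h compound exposure of reporter cells at 37 °C. Each well was multiplexed: SteadyGlo luminescence measured ATXN2-luciferase expression after a fluorogenic Gly-Phe-AFC viability readout (25 uM final).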
# EPAC2 agonist – agonists of human EPAC2 (RAPGEF4); 0.079% of 360,000 active; EPAC2 activation, biochemical qHTS; response scale: 100% = 6.5 mM cAMP response; AID 720711; Potency, µM (top dose mostly 154 µM), for inactives: at the highest dose activation, hits mostly activators; Q8WZA2; further: potency means the concentration at half of the fitted maximal effect; nearly all actives have a fitted effect of over 50% in size
# Target sequence (Q8WZA2 whole entry, looked up): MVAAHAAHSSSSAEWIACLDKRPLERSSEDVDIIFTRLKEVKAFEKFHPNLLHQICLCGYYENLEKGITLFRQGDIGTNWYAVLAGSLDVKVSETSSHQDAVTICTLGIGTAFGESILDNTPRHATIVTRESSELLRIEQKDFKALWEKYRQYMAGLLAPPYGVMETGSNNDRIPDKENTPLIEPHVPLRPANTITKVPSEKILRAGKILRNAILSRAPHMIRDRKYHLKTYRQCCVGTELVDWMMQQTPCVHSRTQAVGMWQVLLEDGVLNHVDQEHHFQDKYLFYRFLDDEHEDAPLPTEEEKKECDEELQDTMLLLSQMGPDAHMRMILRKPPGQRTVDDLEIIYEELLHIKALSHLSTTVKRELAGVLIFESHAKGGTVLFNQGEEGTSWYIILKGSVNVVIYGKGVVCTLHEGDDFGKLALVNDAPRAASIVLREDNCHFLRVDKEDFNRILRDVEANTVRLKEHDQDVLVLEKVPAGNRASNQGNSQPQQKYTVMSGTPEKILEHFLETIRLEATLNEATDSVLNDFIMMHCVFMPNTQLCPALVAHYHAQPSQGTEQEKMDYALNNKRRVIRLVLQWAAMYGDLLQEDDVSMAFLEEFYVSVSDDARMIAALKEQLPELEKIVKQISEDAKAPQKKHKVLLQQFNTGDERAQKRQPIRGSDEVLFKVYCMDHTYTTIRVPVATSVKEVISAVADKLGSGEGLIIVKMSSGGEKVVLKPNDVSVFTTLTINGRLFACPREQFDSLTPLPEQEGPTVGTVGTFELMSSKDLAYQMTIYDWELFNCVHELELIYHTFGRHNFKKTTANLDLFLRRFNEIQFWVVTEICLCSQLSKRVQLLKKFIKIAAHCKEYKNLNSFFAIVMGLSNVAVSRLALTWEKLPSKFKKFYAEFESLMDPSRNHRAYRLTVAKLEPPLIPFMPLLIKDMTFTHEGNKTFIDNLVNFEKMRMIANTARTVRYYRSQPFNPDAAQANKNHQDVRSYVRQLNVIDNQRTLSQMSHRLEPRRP
#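 In this primary screen, activation is scored as increased exchange of BODIPY-GDP from Rap1B by 100 nM EPAC2, with 50 uM GDP as competitor. Signal is normalized to the 6.5 mM cAMP agonist control.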
# Nrf2 block – Nrf2 pathway inhibition; 2.1% of 360,000 active; A549 ARE-Fluc reporter, luciferase luminescence, 18-24 h; Potency, µM (doses to about 46 µM), inactives show top-dose activity change, negative = inhibition, actives largely listed as inhibitors; further: potency means the concentration at half of the fitted maximal effect; on the % scale 0 is the no-effect control and ±100 the full control effect; nearly all actives have a fitted effect of over 60% in size
#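 In this cell-based qHTS, ARE-driven firefly luciferase in A549 cells reports Nrf2 activity; the luminescent signal after BugLite lysis is the measured value, with a prior CellTiter-Fluor read for cell health.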
# * marks the source's active call; other numbers are inactive results; i = inactive; u = inconclusive; x = not tested or not shown; & = joins results of further samples; [ ] = remark or other dose. Unless noted, the call rests on the fitted dose curve; in most records, active means well fitted curve in the direction sought with a large enough effect; inconclusive means small, poorly fitted or top-dose-only effect, or another doubt; inactive means no such curve, though single readings can be large; an effect the other way counts as inactive or inconclusive.
SMILES,A549 viability,TGFb inhibitor,S2 tox,Nrf2 ARE act,IL-2 act,HepG2 tox,ATXN2 expr inh,EPAC2 agonist,Nrf2 block
Nc1[nH]c(C(=O)c2ccccc2)c(-c2ccncc2)c1C(=O)NCc1ccc(Cl)cc1,x,x,i,1.0%,-0.7,x,0%,-5%,x
CC(CNC(=O)COC(=O)c1cccs1)c1ccccc1 (stereo not drawn),-7%,4%,u,0.8%,-0.4,-2%,-20%,1%,15%
c1ccc(N2CCN(Cc3cn4ccccc4n3)CC2)cc1,2%,9%,u,-0.5%,-0.4,2%,-38%,4%,6%
COc1ccc(C2C(C(=O)Nc3ccccc3)=C(C)Nc3nc(-c4ccc(Cl)cc4)nn32)cc1 (stereo not drawn),-16%,-5%,i,3.1%,x,-31%,-31%,x,u
CC(C)c1nc(N2CCOCC2)c(C#N)c2c1COC(C)(C)C2,-12%,4%,i,-0.6%,5.7,-6%,3%,4%,-12%
O=C(CN1C(=O)NC2(CCCCC2)C1=O)Nc1ccc2c(c1)OCCCO2,1%,8%,i,4.7%,0.4,-2%,53%[activator],3%,u
CCc1ccc(C2CC(=O)N(c3cccc(F)c3)C3=C2C(=O)OC3)cc1 (stereo not drawn),1%,3%,i,0.1%,-0.8,-7%,5%,0%,-8%
O=C(CN1CCN(C(=S)NC2CCCC2)CC1)Nc1ccc(Oc2ccccc2)cc1,-19%,u,i,2.6%,-0.7,-7%,u,4%,16µM*
Cc1cc(N/N=C/c2c[nH]c3ccccc23)c2ccccc2n1,4%,2%,i,4.4%,0.9,-12%,20%,18%,12%
CC(C)(C(=O)N1CCC1(C)C(=O)NS(=O)(=O)c1cccc(F)c1)c1ccccc1 (stereo not drawn),x,2%,i,0.6%,0.3,-9%,10%,10%,x
CSc1ccc(/C=C/C(=O)c2ccc(NC(C)=O)cc2)cc1,0%,29%,i,u,1.2,-15%,7%,0%[15.6 µM],-13%
CCOC(=O)N1CCN(C(=O)c2ccc(NC(C)=O)cc2)CC1,-6%,3%,i,-0.8%,2.3,-5%,0%,12%,-2%

# A second format for some results above:
molecule	A549 viability	TGFb inhibitor	S2 tox	Nrf2 ARE act	IL-2 act	HepG2 tox	ATXN2 expr inh	EPAC2 agonist	Nrf2 block
c1ccc(N2CCN(Cc3cn4ccccc4n3)CC2)cc1	2%	9%	u	-0.5%	-0.4	2%	-38%	4%	6%
COc1ccc(C2C(C(=O)Nc3ccccc3)=C(C)Nc3nc(-c4ccc(Cl)cc4)nn32)cc1 (stereo not drawn)	-16%	-5%	i	3.1%	x	-31%	-31%	x	u
CC(C)c1nc(N2CCOCC2)c(C#N)c2c1COC(C)(C)C2	-12%	4%	i	-0.6%	5.7	-6%	3%	4%	-12%

# Going on with the list:
SMILES,A549 viability,TGFb inhibitor,S2 tox,Nrf2 ARE act,IL-2 act,HepG2 tox,ATXN2 expr inh,EPAC2 agonist,Nrf2 block
Cc1ccc(OCCn2c3ccccc3n3nc(C)c(=O)nc23)cc1,-1%,-10%,i,1.9%,-0.6,-5%,-3%,2%,-5%
COC(=O)c1ccc(NC(=O)C2CCN(C(=O)Nc3ccccc3)CC2)cc1,7%,2%,i,-0.1%,0.0,-19%,-1%,11%,3%
CC(=O)Nc1ccc(Cl)cc1C(=O)O,1%,43%[activator],i,0.0%,2.8,45%,-2%,-2%,x
CC(C)CCOC(=O)C(C)Sc1n[nH]c(=O)[nH]c1=O (stereo not drawn),-16%,5%,i,0.5%,3.0,3%,x,5%,9%
CCn1c(=O)n(CC)c2cc(N3CCCC3)c(NC(=O)c3c(F)cccc3F)cc21,-23%,-8%,i,3.2%,-0.5,-25%,x,12%,u
CCC(=O)Nc1ccccc1C(=O)N1CCCC1,8%,5%,i,-0.2%,-0.9,-7%,-7%,4%,16%
CCCN[C@H]1CCc2nc(N)sc2C1,3%,4%,i,0.5%,0.4,-26%,-2%&0%&1%,-1%,5%
COC(=O)c1c(NC(=O)COC(=O)C2CCC2)sc(C)c1C,2%,-2%,i,0.6%,2.6,-5%,21%,10%,11%
Fc1ccc(CNCc2ccccc2C(F)(F)F)cc1,0%,4%,i,-1.1%,1.0,-8%,-15%,-14%,14%
Cc1ccc(OCCn2cc(C=O)c3ccccc32)cc1,8%,11µM*,i,2.9%,-0.6,-14%,u,11%,-2%
CN1c2ccc(Cl)cc2-c2nc(SCC(=O)NCc3ccc(F)cc3)ncc2S1(=O)=O,26%,24%,i,-0.4%,x,9%,-4%,x,u
CN(C)C1CN(Cc2cn(Cc3ccc(C(F)(F)F)cc3)nn2)S(=O)(=O)C1 (stereo not drawn),x,x,i,0.1%,-0.2,x,6%,7%,x
O=C(NCc1ccccc1)c1cc(C2CCCCN2C(=O)OCCF)on1 (stereo not drawn),x,17%,i,-0.3%[9.22 µM],0.1,-2%,-3%,7%,x
COc1cc(C)ccc1OCc1cc(C(=O)N2CCN(C)C[C@@H]2c2ccccc2)no1,1%,7%,i,2.8%,-3.2,1%,19%,-1%,29%
COc1ccccc1NC(=O)c1c(NC(=O)c2ccco2)sc2c1CCC2,4%,1%,i,-0.1%,-0.6,-1%,-10%,6%,-29%
CC(c1ccco1)N(C(=O)c1ccccc1F)c1ccccn1 (stereo not drawn),-6%,-1%,i,-0.3%,0.5,-5%,9%,5%,u
Cc1ccc(SCC(=O)c2c(C)[nH]c3ccccc23)cc1,2%,9%,i,-0.4%,-3.4,10%,-4%,3%,-1%
COc1ccc(NC(=O)c2cc(-c3ccc(F)cc3OC(C)C)n[nH]2)cn1,x,-2%,u,3.0%,-0.8,-12%,-9%,-1%,x
NNC(=O)C1CCCn2c1nc1sc3c(c1c2=O)CCCC3 (stereo not drawn),-1%,3%,i,2.7%,0.9,-12%,79%[activator],6%,16%
Cc1nn(-c2ccc(F)cc2)c2sc(C(=O)OCC(=O)N3CCC(C)CC3)cc12,-13%,2%,i,-0.5%,-0.3,-7%,-11%,10%,u
COc1ccc(-c2ccc(=O)n(CC(=O)Nc3ccccc3C(F)(F)F)n2)cc1,1%,-3%,i,5.7%,x,-23%,-8%,x,x
CCc1ccc(CNC(=O)c2ccc3c(c2)nc2n3CCOC2)cc1,1%,26%,x,0.6%,x,-5%,x,x,x
COc1ccccc1Nc1ncc(-c2cccs2)s1,1%,9%,i,20%,-0.7,-1%,123%[activator],12%[15.6 µM],u
CCN(CCCNC(=O)CCNC(=O)Cn1cnc2ccccc2c1=O)c1cccc(C)c1,-3%,-1%,i,-0.9%,-1.3,-20%,-3%,-8%,-3%
O=C(N/N=C/c1ccc(O)cc1O)C1CC1,-10%,-2%,i,-1.3%,1.0,8%,x,12%,u
O=C(COc1ccc([N+](=O)[O-])cc1)NCC(c1cccs1)N1CCOCC1 (stereo not drawn),-8%,-3%,i,-0.2%,5.5,-5%,-10%,4%,-1%
COc1cc(Cl)c(C)cc1Nc1ncnc2c1nc1n2CCCC1,19%,-5%,x,1.0%,x,0%,x,x,u
Cc1nc2c(OCc3ccccc3)cccn2c1N(C)C(=O)C1CCCCC1,x,1%,i,-0.3%[9.22 µM],0.3,-8%,-18%,-5%,x
CCN(CC)C(=O)[C@H]1CC(CC(=O)NCC23CC4CC(CC(C4)C2)C3)C(=O)N2CCc3c([nH]c4ccccc34)[C@]12C (stereo partly drawn),u,0%,x,0.1%,-0.2,0%,-28%,-4%,u
C/C=C/c1ccc(OC)c(OC(C)=O)c1,-1%,-1%,i,0.2%,-1.6,-57%,4%,-7%,28%
NNC(=O)c1cc(-c2ccco2)[nH]n1,2%,-2%,i,3.5%,-1.8,-2%,x,-1%,5%
CCc1nc2ccc(C(=O)NCCC(C)C)cn2c1N(CC)CCN(C)C,x,30%,i,-0.9%,0.0,-44%,6%,6%,x
CC(=O)N1c2ccccc2NC2=C(C(=O)CCC2)C1c1cccnc1 (stereo not drawn),0%,-1%,i,-0.5%,0.6,0%,7%,6%,3%
CC(=O)c1cccc(NS(=O)(=O)c2ccc(N/C=C\C(=O)c3ccc(C)cc3)cc2)c1,-6%,-4%,i,2.7%,-3.7,-39%,-22%,1%,u
O=S(=O)(NC(=S)c1ccccc1)c1ccc(Cl)cc1,-4%,-9%,i,-0.6%,2.5,-5%,12%,3%,3%
Cc1cc(C)c2c(CC(=O)Nc3nnc(CC(C)C)s3)coc2c1,4%,1%,i,-1.4%,x,8%,10%,x,10%
Cc1ccc(N(CC(=O)NCCc2ccc(Cl)cc2)S(=O)(=O)c2c(C)noc2C)cc1,5%&13%,u,i,0.0%&-0.7%,-4.9,-9%&-37%,-19%&5%,-1%,-21%&8%
N#Cc1ccccc1CSC1=NCCS1,-6%,6%,i,4.9%,0.2,8%,x,4%,-5%
CC(OC(=O)CNC(=O)C12CC3CC(CC(C3)C1)C2)C(=O)Nc1ccc(N2CCOCC2)cc1 (stereo not drawn),-1%,u,i,3.2%,0.2,-2%,9%,4%,u
Cc1ccc(NC(=O)N2CCC(c3nc4c(nnn4Cc4c(F)cccc4Cl)c(=O)[nH]3)CC2)cc1,-22%,-7%,i,2.1%,-1.3,-6%,-13%,19%,u
COc1ccc(CCNC(=O)c2ccc(NC(=O)CC3SC(N4CCCCC4)=NC3=O)cc2)cc1 (stereo not drawn),-2%,0%,u,-0.4%,0.6,-26%,x,-2%,-15%
CC(C)CC(NC(=O)C(NC(=O)OC(C)(C)C)C(C)C)C(=O)NC(CCC(=O)OCc1ccccc1)C(N)=O (stereo not drawn),-6%,11%,u,-0.3%,2.8,1%,-3%,-21%,-11%
Cc1cc(SCC(=O)OCC(=O)N(CCC#N)c2ccccc2)nc2ccccc12,-7%,u,i,-0.2%,-2.1,-1%,-2%,7%,-5%
